# TRPV1 agonist: activates the human vanilloid receptor TRPV1. Q8NER1. TRPV1-expressing cells, Fluo-8 calcium influx, agonist mode. activation, % at 8.33 µM. actives 0.19% (n = 320,000); in the data active = activation above about 80%; inconclusive = between about 30% and that limit; also: 0% is about no effect
#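 Fluo-8 calcium influx in TRPV1-expressing cells, kinetic read (ex 480/em 520 nm). Compound added and read 3 min for agonist activity, followed by capsaicin at EC20 final and 2 min further read for enhancement.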
# Integrin act MD: integrin-mediated muscular dystrophy alleviation activation; alpha7betagal myoblasts, beta-gal FDG fluorescence, 48 h; AID 624291; Potency, µM (titrated, usually from 38.3 µM), for inactives: at the highest dose activation, most hits filed as activators; actives 0.064% (n = 350,000);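 also: potency is read from the fitted curve at half-maximal effect; 100% = response of the positive control SU9516; nearly all actives have a fitted effect of over 60% in size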
#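 alpha7betagal+/- myoblasts (passage 13, 250/well) treated 48 h at 37C with compounds at 1:260 dilution of DMSO stock. Lysed, then beta-galactosidase activity read as FDG fluorescence (ex 480/em 540) after 30 min, with pre-read for autofluorescence.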
# p53 reactivation: mutant p53 re-activation in reporter cells | Potency, µM (top dose mostly 92.2 µM), without a hit: at the top dose activity change, positive = activation, hits mostly activators | H1299 p53-A138V BP100-luciferase reporter, luminescence, 24 h | actives 0.063% (n = 320,000); also: potency is read from the fitted curve at half-maximal effect; % of control where 0% means no effect; nearly all actives have a fitted effect of over 45% in size
#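 p53-null H1299 cells stably carrying temperature-sensitive p53-A138V and a BP100-luciferase reporter were pinned with compounds (4-point, 1:5 series) and held 24 hrs at 37 deg C. Luminescence was read 10 min after detection reagent.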
# TSG101-PTAP inh: blocks PTAP/TSG101 interaction to inhibit HIV-1 budding; Potency, µM (doses to about 115 µM), for inactives: at the highest dose activity change, negative = inhibition, usual class: inhibitors; Q99816; AID 493005; Fluorescence polarization, FITC-PTAP peptide / Tsg101 binding; 340,000 tested, under 10 active; active = well fitted inhibition curve with a large enough effect in the main read-out, with a control signal flat, not every such curve was filed as active; inconclusive = small, poorly fitted or top-dose-only effect, or effect the other way, or a change in a side signal; inactive = no such curve, though single readings can be large or run the other way; also: potency is read from the fitted curve at half-maximal effect; % of control where 0% means no effect
#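 Tsg101 binding domain (10 uM final) was mixed with compound and a FITC-labeled PTAP peptide (50 nM final) in HEPES pH 7.5 buffer with NaCl, Tween 20, EDTA and TCEP; fluorescence polarization was read after 20 min at r.t.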
# A-T KAP1 phos: potential ataxia-telangiectasia treatment; […] A-T fibroblasts, KAP-1 phosphorylation AlphaLISA; neocarzinostatin DNA damage 30 min before lysis; Potency, µM (series often up to 57.5 µM), without a hit: at the highest dose activation, usual class: activators; actives 0.19% (n = 320,000); AID 485349; also: potency is read from the fitted curve at half-maximal effect; % of control where 0% means no effect; nearly all actives have a fitted effect of over 45% in size
#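 hTERT-immortalized A-T patient fibroblasts ([…]), 500 cells/well in OPTI-MEM, 1% FBS, got compounds for 60 min, then NCS for 30 min at 37C. Lysates were then assayed for phospho-KAP-1 by AlphaLISA (anti-pKAP1 donor, anti-KAP1 acceptor beads), 6 hr at 25C.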
# ELG1 repair inh: inhibitors of ELG1-dependent DNA repair in HEK293T cells | Potency, µM (series often up to 46.1 µM), without a hit: top-dose activity change, negative = inhibition, most hits filed as inhibitors | actives 2.3% (n = 330,000) | HEK293T ELG1-luciferase reporter, luminescence, 16 h; DNA damage induced by 5-fluorouridine | AID 504467; also: potency is read from the fitted curve at half-maximal effect; % is scaled to controls: 0 for no effect and ±100 for the full control effect; nearly all actives have a fitted effect of over 55% in size
#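 Step one: seed 2,000 cells per well. Step two: pin-transfer compound or DMSO alongside 5-fluorouridine. Step three: incubate 16 hr, 37 °C, 5% CO2. Step four: add ONE-Glo, wait 30 min, read luminescence.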
# MLL CXXC-DNA inh: inhibitors of human MLL CXXC domain-DNA interaction; actives 0.037% (n = 290,000); MLL-CXXC / FITC-HOXA9 DNA fluorescence polarization; Potency, µM (highest dose often 115 µM), for the others: top-dose activity change, negative = inhibition, actives largely listed as inhibitors; Q03164; active = well fitted inhibition curve with a large enough effect in the polarisation, with a control signal flat, not every such curve was filed as active; inconclusive = small, poorly fitted or top-dose-only effect, or effect the other way, or a change in a side signal; inactive = no such curve, though single readings can be large or run the other way; the % refers to the polarisation; also: potency is read from the fitted curve at half-maximal effect
#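 Purified MLL-CXXC (added from a 7 uM solution) was preincubated 5 min at ambient with pinned compounds in 50 mM Tris-HCl pH 7.5, 50 mM NaCl, 1 mM DTT, 0.05% BSA. Fluorescein-labeled HOX-A9 DNA (50 nM solution) followed, 30 min, then polarization read.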
# BRCA1 expr act: BRCA1 expression activation. MCF7-BRCA1-FFLuc reporter, luminescence, 48 h; response scale: scaled: vehicle 0%, 10 µM genistein 100%. Potency, µM (highest dose often 46.1 µM), for the others: top-dose activation, most hits filed as activators. actives 1.1% (n = 380,000). AID 624202; also: potency is read from the fitted curve at half-maximal effect; nearly all actives have a fitted effect of over 80% in size; some results filed as inactive show a strong effect at the top dose
#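 Compounds are tested at multiple concentrations on MCF7 BRCA1-luciferase reporter cells seeded at 2000 per well; after 48 h, a single luminescence end-point is taken and curves fitted to the normalized data.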
# B2AR arrestin: agonists driving beta-arrestin recruitment to human beta2-adrenergic receptor | actives 0.02% (n = 330,000) | Potency, µM (titrated, usually from 46.1 µM), for inactives: at the highest dose activation, hits mostly activators | beta-arrestin recruitment to beta2AR, cell-based reporter | P07550;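 also: potency is read from the fitted curve at half-maximal effect; 0% = DMSO controls and full agonism = EC100 isoproterenol or metaproterenol; nearly all actives have a fitted effect of over 65% in size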
# TCR act: activators of T cell receptors | 330,000 tested, under 10 active | primary human leukocytes, anti-CD3, IL-2 HTRF, 48 h | Potency, µM (doses to about 9.22 µM), without a hit: at the highest dose activation of IL-2 secretion, usual class: activators | AID 504894; also: % of control where 0% means no effect
#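 Human primary leukocytes + a-CD3 beads + cpd, 48 hr; IL-2 in supernatant by HTRF (ex 320nm / em 665nm). No co-stimulatory signal supplied.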
# Starred values were filed as active, the others as inactive; ? = inconclusive; nt = not tested or not shown; [ ] = remark or other dose. Unless noted, calls follow the shape of the dose curve; as a rule, active = well fitted curve in the direction sought with a large enough effect; inconclusive = small, poorly fitted or top-dose-only effect, or another doubt; inactive = no such curve, though single readings can be large; an effect the other way counts as inactive or inconclusive.
smiles,TRPV1 agonist,ELG1 repair inh,TCR act,Integrin act MD,TSG101-PTAP inh,p53 reactivation,MLL CXXC-DNA inh,BRCA1 expr act,B2AR arrestin,A-T KAP1 phos
CCOc1cc(/C=C/C(=O)O)ccc1OCCOc1ccccc1,1.2,-0.5%,-3.1%,7.6%,-1.1%,-2.4%,-27.0%,1.7%,0.1%,8.9%
CCn1cc(C(=O)Nc2ccc(NC(=O)c3ccco3)cc2)c(=O)c2ccc(C)nc21,2.1,18.5%,-0.5%[46.1 µM],13.4%,0.0%,-1.5%,1.0%,-4.0%,-0.2%,-0.2%
CCCC(=O)c1ccc(N2CCCCCC2)c(F)c1,?,?,0.8%,-14.3%,-2.3%,39.8µM*,0.0%,?,-1.1%,5.9%
COc1cccc(/C=N/NC(=O)Cn2cnc3c2c(=O)n(C)c(=O)n3C)c1,-9.1,-12.6%,-9.5%,-0.5%,-2.1%,-2.6%,10.1%,-6.1%,-0.3%,3.0%
CSc1nc(O)c(/C=C2\C=Nc3ccccc32)[nH]1,16.6,?,4.5%[46.1 µM],-9.8%,1.1%,?,3.1%,-7.8%,5.2%,12.0%
Cc1cccc2c1N(CCOc1ccc(C(C)(C)C)cc1)C(=O)C2=O,-2.9,?,-4.5%[46.1 µM],-53.9%[inhibitor],-1.3%,-31.4%[inhibitor],4.3%,-30.9%,-0.4%,20.5%
CCN1C[C@@H]2[C@@H]3C(=O)N(Cc4ccccc4)C(=O)[C@@H]3[C@](C)(C1=O)N2C(=O)c1ccccc1,nt,nt,-3.9%,11.0%,-1.6%,nt,nt,-8.2%,nt,nt
CCOCCCNC(=S)N1CCCN(c2nc3cc(C)c(C)cc3cc2C#N)CC1,14.0,?,5.3%,-50.7%[inhibitor],-2.6%,-4.3%,-9.1%,-29.5%,-0.2%,0.5%
CCC(C)N1CC(=O)N2C(c3ccc(OC)cc3OC)c3[nH]c4ccccc4c3C[C@H]2C1=O (stereo not given in full),2.1,0.8%,-5.8%,-18.7%,-3.4%,-2.2%,3.7%,-14.2%,-0.6%,1.3%
Cc1ccc(-c2cnc3c(Cl)c(C)nn3c2)cc1,-0.6,?,2.5%,-5.1%,-4.6%,?,-0.7%,-37.6%,-0.2%,2.0%
O=C(C(=O)N1CCN(c2ccc(F)cc2)CC1)c1c[nH]c2ccccc12,-3.8,-23.2%,1.3%,16.8%,-1.2%,3.8%,-4.1%,13.1%,-0.2%,-3.0%
CCN(CC)CCCNC(=O)c1ccc2c(=O)n(Cc3ccc4c(c3)OCO4)c(=S)[nH]c2c1,2.4,29.4%,nt,-62.9%[inhibitor],-7.0%,6.0%,16.8%,-17.2%,-0.2%,4.6%
CCOc1ccc(N2C(=O)C3CCCN3C2=S)cc1 (stereo not given),0.3,13.5%,7.1%,12.1%,-2.8%,?,nt,8.9%,0.3%,-24.0%
CC(=O)Nc1ccc2c(c1)NC(=O)CC2,-1.4,9.6%,-2.6%,20.8%,2.7%,1.2%,-1.4%,-8.9%,0.2%,2.7%
CCN1CCN(c2ccc(NC(=O)CCc3c(C)nc4c(-c5ccc(F)cc5)c(C)nn4c3C)cc2)CC1,?,?,-5.3%,-7.9%,1.1%,0.7%,16.2%,-16.5%,0.3%,-1.9%
COC(=O)c1ccc(S(=O)(=O)NCc2ccc(S(N)(=O)=O)cc2)o1,0.6,-2.2%,5.4%,28.4%,-6.2%,1.1%,-4.1%,0.0%,-0.4%,2.3%
C=CCN1C(=O)C2(OCCCO2)c2cccc(Cl)c21,5.0,-0.3%,3.2%,-31.0%,-1.6%,-0.1%,-1.1%,1.4%,0.1%,-0.2%
CCOC(=O)N1CCN(C(=O)CCS(=O)(=O)c2ccc3c(c2)CCN3C(=O)CC)CC1,-0.4,7.5%,-2.1%,-8.2%,-0.2%,-0.8%,56.5%[activator],9.2%,-1.4%,-0.8%
CCCCN1C(=O)/C(=C/C=C2/CC(C)(C)CN2C)SC1=S,?,?,7.6%[46.1 µM],-3.9%,?,?,?,10µM*,-0.8%,-13.1%
CNc1nc(N)c([N+](=O)[O-])c(NCCO)n1,6.8,?,-19.5%[46.1 µM],-20.2%,0.2%,4.3%,7.2%,-4.4%,0.8%,0.0%
CCCCCCNc1nc(NCc2ccco2)nc(OCC)n1,-11.1,?,-62.8%,-14.2%,-6.7%,16.6%,-7.3%,-1.3%,0.0%,9.6%
COc1ccc(C(=O)OCC(=O)N(C)C2CCS(=O)(=O)C2)cc1S(=O)(=O)N1CCCc2ccccc21 (stereo not given),0.8,12.4%,-6.9%,4.5%,-4.3%,6.8%,2.0%,0.0%,-0.3%,-3.4%
COc1ccc(C(=O)Nc2cc(S(=O)(=O)N3CCCCC3)ccc2OC)cc1,12.0,0.7%,4.4%,21.4%,-3.9%,8.4%,nt,8.1%,0.2%,1.0%
O=C(ONC1=NCCCCC1)c1cccc([N+](=O)[O-])c1,8.6,9.1%,-6.9%,-7.8%,-10.0%,1.4%,20.1%,-47.7%,-0.8%,12.8%
CSCCC(NC(=O)c1ccc(Cl)c([N+](=O)[O-])c1)C(=O)N1CCN(C/C=C/c2ccccc2)CC1 (stereo not given),16.4,-1.0%,-6.5%,-16.1%,-0.6%,-4.7%,nt,-39.4%,-0.5%,-1.9%
COc1ccc(OCCCC(=O)OCC(=O)NNC(=O)c2ccc([N+](=O)[O-])cc2)cc1,-7.4,?,-2.7%,0.5%,-0.1%,5.9%,nt,13.0%,0.0%,nt
O=C1CC(C(=O)N2CCOCC2)C2(CCCC2)O1 (stereo not given),8.3,0.0%,1.2%,9.0%,-1.1%,8.4%,9.9%,3.8%,-0.2%,-5.0%
CCOC(=O)C1=C(c2ccccc2)NC(=O)N(C(C)=O)C1c1cccc([N+](=O)[O-])c1 (stereo not given),8.9,-8.6%,nt,19.5%,-0.5%,3.3%,0.0%,-40.2%,0.4%,4.5%
Cc1ccc(C(=O)Nc2ccc(CN3CCCCC3)cc2)c(C)c1,-1.8,?,6.0%,8.7%,-3.4%,2.9%,9.0%,3.7%,-0.2%,2.9%
CCOc1ccc2cc(S(=O)(=O)N3CCOCC3)ccc2c1,1.4,-1.9%,8.7%,12.8%,1.4%,-4.4%,6.8%,-19.0%,0.1%,1.3%
FC(F)Oc1ccc(NC(=S)NNc2ccnc3cc(Cl)ccc23)cc1,5.1,1.9%,nt,-61.0%[inhibitor],?,-1.1%,1.9%,-40.6%,0.4%,-6.5%
CC(C)Oc1ccc(S(=O)(=O)N2CCOCC2)cc1NC(=O)c1cccc(S(=O)(=O)N2CCCC2)c1,nt,nt,2.1%,-15.8%,1.0%,nt,nt,-33.5%,nt,nt
COc1ccc(CC(=O)N2N=C(C)CC2(O)C(F)(F)F)cc1 (stereo not given),1.4,-0.5%,5.9%[46.1 µM],6.8%,0.3%,-3.5%,-3.1%,-0.2%,-0.5%,0.8%
COc1cc2c(C(=O)NCc3ccc(C)o3)cn(CC(C)C)c(=O)c2cc1OC,15.6,?,1.2%,-25.4%,-6.6%,-1.0%,0.4%,-1.5%,0.0%,3.5%
CC(C)c1nc(CNC(=O)CC2C(=O)NCCN2Cc2ccoc2)cs1 (stereo not given),0.1,11.2%,-0.8%,-32.9%,0.1%,-3.0%,-11.8%,-29.8%,-0.3%,-1.7%
CC(OC(=O)CCC(=O)c1cccs1)C(=O)Nc1ccc(Cl)cn1 (stereo not given),23.8,17.7%,-1.4%[46.1 µM],15.9%,-1.2%,10.0%,?,3.7%,-0.4%,1.8%
COc1ccc(C)cc1NC(=O)CSc1nnc(COc2ccc(Cl)cc2)n1Cc1ccco1,-0.5,-18.3%,10.0%,-41.3%,-1.3%,-0.1%,1.2%,-80.6%[inhibitor],0.2%,4.6%
Cc1ccc(S(=O)(=O)N2CCN(CC(=O)Nc3ccccc3Cl)CC2)cc1,7.5,24.4%,-5.1%,6.9%,0.8%,-0.4%,nt,3.8%,-0.6%,10.3%
COc1ccc(C)cc1-n1nnnc1SCC(=O)NNC(=O)c1ccc([N+](=O)[O-])cc1,3.7,12.6%,-0.9%[46.1 µM],-1.9%,1.1%,1.1%,7.0%,-5.2%,-0.9%,-1.7%
COc1cc2[nH]c3c(c2cc1OC)CCN1CCCC[C@@H]31,nt,nt,2.5%,-14.7%,-1.7%,nt,nt,-27.9%,nt,nt
CC(NC(=O)C(NS(=O)(=O)c1cccc2nsnc12)C(C)C)c1ccccc1 (stereo not given),4.3,0.0%,9.9%,0.9%,-2.5%,8.3%,-3.8%,0.0%,0.4%,7.1%

# Screening results as filed in PubChem BioAssay.
